FXIIa inh 1536 – factor XIIa (human) inhibition; purified FXIIa, Boc-QGR-AMC fluorogenic substrate, 2 h; inhibition, % at 5 µM; actives 0.3% (n = 220,000); AID 800; in the data active = inhibition above about 40%;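 note: 0% = enzyme with no compound and 100% = blank without enzyme; many of its hits are not listed in these tables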
Runt-CBFb FRET – Runt domain-CBFb interaction inhibition; Q01196+Q13951; AID 1496; inhibition, % at 20 µM; actives 0.46% (n = 220,000); Cerulean-Runt/Venus-CBFb FRET ratio 530/480, 1 h;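 active = inhibition over about 50% at 20 µM in the single-dose screen, limit read from the data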;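 note: 0% = DMSO wells and 100% = excess unlabeled CBFb competitor control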
Target sequence (Q01196 whole entry, looked up, the tested form may be a part): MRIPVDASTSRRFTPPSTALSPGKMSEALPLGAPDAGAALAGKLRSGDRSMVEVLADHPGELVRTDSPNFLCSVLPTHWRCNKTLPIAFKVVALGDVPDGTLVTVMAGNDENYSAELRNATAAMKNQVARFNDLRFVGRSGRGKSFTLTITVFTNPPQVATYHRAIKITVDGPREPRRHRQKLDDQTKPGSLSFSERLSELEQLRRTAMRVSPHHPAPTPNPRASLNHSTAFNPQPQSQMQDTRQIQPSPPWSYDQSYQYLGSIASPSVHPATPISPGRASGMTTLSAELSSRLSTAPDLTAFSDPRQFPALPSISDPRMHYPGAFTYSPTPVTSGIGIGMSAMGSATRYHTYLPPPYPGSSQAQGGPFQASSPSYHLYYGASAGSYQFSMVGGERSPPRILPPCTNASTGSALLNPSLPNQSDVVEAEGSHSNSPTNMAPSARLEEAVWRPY
Target sequence (Q13951 whole entry, looked up, the tested form may be a part): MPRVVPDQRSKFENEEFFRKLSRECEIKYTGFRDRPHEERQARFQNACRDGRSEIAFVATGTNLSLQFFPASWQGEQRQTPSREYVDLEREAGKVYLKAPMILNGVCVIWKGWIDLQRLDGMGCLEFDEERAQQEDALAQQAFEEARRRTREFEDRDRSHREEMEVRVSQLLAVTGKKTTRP
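Assay system: Cerulean-Runt domain / Medium: Tris 50 mM pH 7.5, KCl, K2SO4, 0.01% BSA / Timing: protein complex preformed 1 h, compound exposure 1 h, room temperature, dark / Measured by: FRET, excitation 422 nm, emission at 530 and 480 nm / Evaluation: loss of energy transfer signal / Control set: 5 µM unlabeled CBFb as full-inhibition high control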
hK5 inh – inhibitors of human kallikrein 5 | Q9Y337 | recombinant hK5, fluorogenic AMC substrate cleavage | inhibition, % at 5 µM | actives 0.59% (n = 210,000) | AID 873;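 active = inhibition of 40% or more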;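 note: 0% = enzyme controls without compound and 100% = no-enzyme blanks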
Target sequence (Q9Y337 67-293 limits assumed): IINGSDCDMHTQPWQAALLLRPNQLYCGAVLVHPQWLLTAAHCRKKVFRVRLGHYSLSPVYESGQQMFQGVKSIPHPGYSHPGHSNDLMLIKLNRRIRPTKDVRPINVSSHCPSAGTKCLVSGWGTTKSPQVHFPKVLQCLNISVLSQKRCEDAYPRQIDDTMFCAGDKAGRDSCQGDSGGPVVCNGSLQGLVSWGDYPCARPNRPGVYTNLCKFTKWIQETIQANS
Thrombin inh – blocks human thrombin protease activity; AID 1046; alpha-thrombin, Boc-VPR-AMC fluorogenic substrate cleavage; P00734; inhibition, % at 5 µM; actives 0.26% (n = 220,000);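 active = inhibition at or above 40%; inactive = inhibition below 40%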;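 note: 0% = enzyme with no compound and 100% = wells without enzyme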
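Material: human alpha-thrombin protein. Incubation: reaction at ambient temperature. Technique: fluorescence of released AMC, ex 355 nm, em 460 nm. Control set: no-compound enzyme wells and no-enzyme blanks. Also added: Boc-VPR-AMC substrate, 15 µM final. Buffer or medium: pH 7.5 Tris (50 mM) with NaCl 150 mM, Tween 20 0.05%.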
Runt-SMMHC FRET – inhibitors of human RUNX1 Runt domain binding to CBFb-SMMHC; actives 0.74% (n = 220,000); inhibition, % at 20 µM; AID 1434; Cerulean-Runt/Venus-CBFb-SMMHC FRET ratio 530/480, 1 h; Q01196+Q13951;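 active = mean inhibition across duplicate retests at 20 µM reaching about 50%, limit read from the data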;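 note: 0% = DMSO wells and 100% = wells with excess untagged CBFb-SMMHC; inhibitors lower the FRET ratio by blocking Runt binding to CBFb-SMMHC; some results filed as inactive read as strong as hits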
Wee1 degr inh – inhibitors of human Wee1 degradation. HeLa Luc-Wee1K328M stability, luciferase luminescence; 100% = proteasome inhibitor MG132 effect. reporter increase, % at 5 µM. P30291. actives 1.2% (n = 220,000). AID 1321;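 active = activation above the mean of all tested compounds plus 3 SD, set per screening run, cut at about 8.8% in these data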;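 note: cells exposed to compound for 20 h before luminescence read; 0% = DMSO alone and 100% = MG132 at 30 µM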
14-3-3 Bad inh – disrupts binding of bovine 14-3-3 zeta to phospho-Bad peptide. TR-FRET 14-3-3zeta/Dy647-pBad peptide displacement, 1 h. inhibition, % at 21.7 µM. P63103. actives 0.71% (n = 220,000);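 active = inhibition above about 70%, limit read from the data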;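 note: 0% = full 14-3-3 plus peptide FRET controls and 100% = background without 14-3-3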
FXIa inh 1536 – blocks human coagulation factor XIa protease activity. actives 0.14% (n = 220,000). inhibition, % at 5 µM. P03951. purified FXIa, Boc-Glu-Ala-Arg-AMC fluorogenic substrate;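 active = inhibition of at least 40%; inactive = inhibition below 40%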;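 note: fluorescence of freed AMC excited at 355 nm; 0% = enzyme without compound and 100% = no enzyme blank; many of its hits are not listed in these tables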
Hck-Nef inh – human Hck-Nef kinase inhibition; inhibition, % at 20 µM; actives 0.68% (n = 220,000); AID 463187; Recombinant Hck-YEEI plus Nef, Z-Lyte FRET kinase assay;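 active = Hck-Nef kinase inhibition above about 50%, limit read from the data; inactive = inhibition below that limit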;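 note: 0% = DMSO with Hck plus Nef and 100% = Hck alone without Nef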
Numbers without * were called inactive; . = not tested or not shown; [ ] = dose if it differs, or a comment.

SMILES | FXIIa inh 1536 | Runt-CBFb FRET | hK5 inh | Thrombin inh | Runt-SMMHC FRET | Wee1 degr inh | 14-3-3 Bad inh | FXIa inh 1536 | Hck-Nef inh
CCCOC(=O)c1c(-c2ccc(C)cc2C)csc1NC(=O)C1C2CCC(O2)C1C(=O)O (stereo not drawn) | 23 | 26 | -8 | 0 | 21 | 0 | 9 | 20 | 14
C/C(CC(=O)Nc1ccc(N(C)C)cc1)=N\NC(=O)c1ccc([N+](=O)[O-])cc1Cl | 5 | 7 | 11 | -7 | 6 | 0 | -7 | -2 | 20
CCC(C)NC(=O)CSc1nnc(-c2ccc(Cl)cc2)n1N (stereo not drawn) | 5 | 0 | -4 | -1 | 2 | -1 | -3 | 0 | -2
Cc1occc1C(=O)Nc1nnc(C(F)(F)F)s1 | 3 | 9 | -5 | 3 | -4 | 0 | 4 | 2 | -2
O=c1c2ccccc2nc2n1C(CBr)CN2 (stereo not drawn) | 15 | 0 | 6 | 3 | -1 | 1 | -2 | 4 | 25
CCc1cc2c(=O)c(Oc3ccccc3F)c(C)oc2c(CN(C)C)c1O | -29 | 4 | -14 | -12 | 9 | -2 | -7 | -15 | 7
COc1ccc(/C=N/OCC(=O)Nc2nc3ccccc3s2)cc1 | 11 | -5 | -12 | 0 | -1 | 8 | 5 | 10 | 3
CCOC(=O)NCCc1ccc(OC)cc1 | 1 | -1 | -18 | -2 | 2 | 1 | 19 | -15 | -2
Cc1c(NS(=O)(=O)c2ccc(Cl)c(C(=O)OC(C)C(=O)N3CCOCC3)c2)c(=O)n(-c2ccccc2)n1C (stereo not drawn) | 1 | -2 | -3 | . | 1 | -3 | -3 | 0 | 22
CCOC(=O)c1oc2ccccc2c1NC(=O)Cc1cccs1 | 10 | -1 | 3 | -4 | 2 | 2 | 1 | -2 | -1
O=C(c1cccc(Cl)c1)C1CCCN(C(=O)c2ccoc2)C1 (stereo not drawn) | 6 | 0 | . | -3 | -1 | 2 | -11 | -1 | 7
O=C(NC1CCCC1)C(c1ccsc1)N(C(=O)Cc1cccs1)c1ccc(F)cc1 (stereo not drawn) | 18 | 1 | -6 | 2 | -44 | -1 | 1[fluorescence artefact?] | 28 | 3
CCOc1cc2c(Cl)ncnc2c(OCC)c1OCC | 4 | 1 | -3 | -10 | 3 | -3 | 8 | -6 | -5
O=C(NC1CCc2ccccc21)c1cc(COc2ccc(F)cc2Cl)on1 (stereo not drawn) | 14 | 0 | 5 | 0 | 0 | -1 | -1 | 0 | 21
CCC1CCCCN1C(=O)CSc1nc2ccsc2c(=O)n1Cc1ccccc1 (stereo not drawn) | 5 | -2 | -8 | 0 | 0 | -2 | -5 | -6 | 2
OCCNc1nc2ccccc2[nH]1 | 7 | 0 | -12 | 1 | 2 | -2 | 2 | 0 | 0
CSCC[C@H](NC(=O)Nc1ccc(S(N)(=O)=O)cc1)C(=O)O | 10 | 2 | 2 | 0 | -2 | 0 | 3 | 1 | 19
COc1cc(-c2nnc(COc3ccc4ccccc4c3)o2)cc(OC)c1OC | 4 | -13 | 0 | -5 | -11 | -2 | 3 | -11 | 0
CCCCOC(=O)/C=C/c1c(C)[nH]c(=O)[nH]c1=O | 15 | -3 | -4 | -1 | 0 | 6 | -13 | 7 | 4
Cc1c(Cc2ccccc2)sc(/N=C/c2ccc3ccccc3c2)c1C(N)=O | 9 | 1 | -23 | -10 | -5 | 4 | -6 | 8 | 0
c1ccc(-c2noc(CN3CCN(C(c4ccccc4)c4ccccc4)CC3)n2)cc1 | 2 | 0 | -15 | -13 | -2 | 8 | -4 | -4 | 1
O=C(c1ccc2c(c1)N(Cc1ccc(F)cc1)C(=O)CS2)N1CCOCC1 | 10 | -2 | 0 | -2 | -4 | 1 | -4 | -5 | -1
CCN(CC(=O)Nc1c(F)cccc1F)C(=O)Cc1ccccc1 | 13 | -3 | 4 | 0 | -3 | -1 | -3 | 0 | 0
Cc1ccc(NC(=O)CC2Oc3ccc(C)cc3NC2=O)cc1 (stereo not drawn) | 7 | 1 | -1 | -4 | 0 | -2 | 1[fluorescence artefact?] | -2 | 3
CCC(C)Cn1c(C)nc2ccccc21 (stereo not drawn) | 7 | 0 | -22 | -1 | -5 | -2 | 3 | 11 | 7
Cc1ccc(S(=O)(=O)Nc2ccc(NC(=O)c3c(F)c(F)c(F)c(F)c3F)cc2)cc1 | -1 | 1 | -18 | 1 | 2 | -1 | -2 | -13 | -6
CC12CCC(C(=O)Nc3ccccc3-n3cccc3)(CC1=O)C2(C)C (stereo not drawn) | 6 | 0 | -6 | -3 | -2 | 0 | -2 | 5 | 3
Nc1c(N2CCOCC2)cc(Cl)c2nonc12 | 11 | -1 | -23 | 1 | -6 | -2 | -11 | 3 | 1
COc1ccc2nc(NC(=O)C3CCN(S(=O)(=O)c4cccs4)CC3)sc2c1 | -16 | -1 | -2 | -7 | 1 | 2 | 15[fluorescence artefact?] | -5 | -2
O=[N+]([O-])c1ccc(N2CCN(c3ccccc3O)CC2)c(Cl)c1 | 5 | 0 | -10 | -8 | 6 | 3 | -14 | 2 | 4
CC(Oc1ccccc1)c1ccn[nH]1 (stereo not drawn) | 11 | 0 | 2 | -1 | -6 | 1 | 4 | -2 | -4
O=C(Nc1ccc(-c2csc(-c3ccccc3)n2)cc1)c1ccccc1Cl | 13 | 2 | -9 | -2 | 3 | 0 | 8 | 5 | 4
Cc1cc(C)cc(NC(=O)C2CCCN(S(=O)(=O)c3cnc[nH]3)C2)c1 (stereo not drawn) | 24 | 0 | -14 | -4 | -4 | 0 | 3 | 21 | 20
CCOC(=O)N1CCC(NC(=O)CS(=O)(=O)Cc2nc(-c3ccccc3C)oc2C)CC1 | 7 | -2 | -8 | -3 | -2 | 2 | 4 | 2 | 1
Cc1nc2ccccc2c(=O)n1CCCO | 11 | 0 | -23 | -3 | 2 | 1 | -2 | 0 | 0
O=C(c1cn[nH]c1)N1CCc2c([nH]c3ccccc23)C1c1c(F)cccc1Cl (stereo not drawn) | 15 | 3 | 75* | 2 | 7 | -3 | -2 | 0 | 21
CCOC(=O)C1C(=O)Oc2ccc3ccccc3c2C1C1CCOC1=O (stereo not drawn) | 20 | 4 | -5 | 8 | -4 | 0 | 6 | 8 | 2
COC(=O)c1cc2sccc2n1Cc1nc(-c2cccc(Cl)c2)oc1C | 20 | 2 | -9 | 4 | -1 | 6 | 10 | 6 | 2
Cc1ccc(S(=O)(=O)N(C)Cc2ccc(C(=O)N/N=C/c3ccc(OC(F)F)cc3)cc2)cc1 | 13 | -1 | -2 | -3 | -1 | 6 | -5[fluorescence artefact?] | 3 | -1
O=C(NCc1cccnc1)C1CCN(S(=O)(=O)N2CCOCC2)CC1 | 19 | -1 | 2 | 6 | -41 | -3 | -13[fluorescence artefact?] | 5 | 2
CC(C)N(Cc1nc2ccccc2[nH]1)C(C)C | 7 | 0 | -3 | 0 | 0 | 2 | 0[fluorescence artefact?] | -2 | -4
COc1ccc(/C(C)=N/OCC(=O)Nc2nc3ccccc3s2)cc1 | 5 | 0 | -13 | -10 | 5 | -4 | -6 | 4 | 5
c1ccc2c(c1)OCC(c1csc3ncnc(N4CCOCC4)c13)O2 (stereo not drawn) | 17 | 0 | 29 | 26 | 2 | -1 | -10 | 10 | 3
CCOC(=O)CC(=O)Nc1ccn[nH]1 | 2 | 3 | 0 | -4 | -6 | -3 | -6 | 4 | 3
O=C(OCC(=O)N1CCCC1)c1ccc(S(=O)(=O)Nc2ccccc2)cc1 | 11 | 2 | 14 | -3 | 3 | -3 | -11 | -1 | 21
CCOC(=O)Nc1ccccc1C(=O)N1CCOCC1 | -4 | -1 | 10 | -8 | 0 | 1 | -1 | -10 | 1
CC(Oc1ccc(Cl)cc1Cl)C(=O)Nc1ccc(OCC(=O)O)cc1 (stereo not drawn) | 5 | -1 | . | 0 | 0 | -2 | -1 | -2 | 0
Cc1ccc(S(=O)(=O)CCc2nc3ccccc3[nH]2)cc1 | 10 | . | 1 | -9 | . | 0 | 10 | -1 | 20
S=C(Nc1ccccc1)Nn1cnnc1 | 6 | 36 | -16 | -8 | 3 | -2 | 5 | 6 | 9
CCOCCCN(Cc1ccco1)C(=O)c1cc2c(=O)[nH]c3ccc(C)cc3c2s1 | 8 | -4 | -3 | -3 | -4 | -3 | 6 | 2 | 0

Following part.
SMILES | FXIIa inh 1536 | Runt-CBFb FRET | hK5 inh | Thrombin inh | Runt-SMMHC FRET | Wee1 degr inh | 14-3-3 Bad inh | FXIa inh 1536 | Hck-Nef inh
CC1CCN(c2ccc(NC(=O)Cc3ccccc3)cc2)CC1 | 7 | 9 | . | -5 | 3 | -4 | 0 | -3 | 8
Cc1nn(CC(O)CN2c3ccccc3Sc3ccccc32)c(C)c1Br (stereo not drawn) | 10 | -4 | -9 | -1 | -1 | -2 | -7 | -2 | 1
COc1ccc(N(CC(=O)NC(C)(C)C)C(=O)c2ccco2)cc1 | 9 | -1 | 4 | 4 | 2 | -2 | 2[fluorescence artefact?] | 1 | 0
CCOc1cccc(/C=N/NC(=S)Nc2ccccc2[N+](=O)[O-])c1O | 4 | -3 | -14 | -3 | -16 | -5 | -15 | -2 | 2
Cc1ccc(Cl)c(OC(=O)Cn2cnc3c2c(=O)n(C)c(=O)n3C)c1 | 3 | -2 | -2 | -6 | -1 | 1 | -17 | -2 | 3
CC(C)NC(=O)N1CCOCCOCCN(C(=O)NC(C)C)CCOCCOCC1 | 13 | 0 | -6 | -5 | 2 | 0 | 6[fluorescence artefact?] | 3 | -2
NS(=O)(=O)c1ccc(NC(=O)CSc2nc3ccccc3[nH]2)cc1 | 10 | -1 | -2 | . | 4 | 11* | -6 | 9 | 12
COc1ccc(-n2c3c(cc(C(=O)N4CCCCC4)c2=O)C(=O)CC(C)(C)C3)cc1 | 12 | 3 | -8 | 0 | -2 | 2 | 5 | -1 | -1
COC(=O)c1ccccc1NC(=S)NC(=O)C1CCCCC1 | 10 | -1 | -3 | -1 | 1 | 0 | 5 | 2 | 8
O=C(Oc1ccccc1C(=S)N1CCCCC1)c1cc([N+](=O)[O-])cc([N+](=O)[O-])c1 | 8 | 14 | -7 | 1 | 16 | -1 | -1[fluorescence artefact?] | 3 | 6
CCOC(=O)/C=C/C(=O)OCC(=O)NCc1ccccc1 | 11 | 1 | -17 | 2 | -3 | -1 | -9 | 8 | 1

Taken from above for reference:
SMILES | FXIIa inh 1536 | Runt-CBFb FRET | hK5 inh | Thrombin inh | Runt-SMMHC FRET | Wee1 degr inh | 14-3-3 Bad inh | FXIa inh 1536 | Hck-Nef inh
CC1CCN(c2ccc(NC(=O)Cc3ccccc3)cc2)CC1 | 7 | 9 | . | -5 | 3 | -4 | 0 | -3 | 8
Cc1nn(CC(O)CN2c3ccccc3Sc3ccccc32)c(C)c1Br (stereo not drawn) | 10 | -4 | -9 | -1 | -1 | -2 | -7 | -2 | 1

Screening data deposited in PubChem BioAssay by several laboratories.
